NR5A2 inv ag: LRH-1 (NR5A2) inverse agonists, primary screen, cell-based, luminescence, HEK293T, StAR-luciferase reporter. Nuclear receptor subfamily 5 group A member 2 (Homo sapiens), O00482. LRH-1 transfected, 24 h. inhibition, % at 3.6 µM. actives 0.13% (n = 360,000). AID 602396, 2012;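 active means inhibition above the mean inhibition of all tested compounds plus 3 SD, cut at about 73% in these data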;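 further: 0% = DMSO wells and 100% = reporter-only cells lacking LRH-1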
NOD2-RIPK2 inh: NOD2-RIPK2 binding disruptors in cells, primary screen, fluorescence, CHO cells, BLA complementation; Receptor-interacting serine/threonine-protein kinase 2 (Homo sapiens), O43353; CCF4 ratio; inhibition, % at 4.98 µM; actives 0.38% (n = 360,000); in the data active means inhibition above about 21%;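 further: 0% = vehicle only and 100% = reference blocker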
LMP1 NFkB inh: EBV LMP1-driven NF-kappaB luciferase reporter inhibitors, primary screen, cell-based, luminescence, single point | inhibition, % at 12.5 µM | actives 0.69% (n = 350,000) | LMP1-induced NF-kappaB luciferase reporter cells; in the data active means inhibition above about 41%;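 further: 0% = neutral control wells and 100% = reference inhibitor control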
NR2F2 inh: NR2F2 transcriptional activity inhibitors, primary screen, cell-based, luciferase reporter, HEK293T, luminescence; HEK293T NGFI-A luciferase reporter; inhibition, % at 8.6 µM; actives 0.7% (n = 370,000);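 active means inhibition above a per-plate cutoff, mean inhibition of test wells between control levels plus 3 SD, cut at about 38% in these data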;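 further: cells cotransfected with COUP-TFII expression vector driving the NGFI-A reporter; 0% = median of COUP-TF2 test wells and 100% = reporter-only cells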
TLR9-MyD88 inh: inhibitors of TLR9-MyD88 association in cells, primary screen, cell-based, CHO, BLA complementation, fluorescence; Toll-like receptor 9 (Homo sapiens) + Myeloid differentiation primary response protein …; CCF4 FRET ratio; inhibition, % at 4.98 µM; actives 0.21% (n = 340,000); AID 504734, 2011;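 active means inhibition above the mean over all tested compounds plus 3 SD, cut at about 21% in these data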;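 further: 0% = DMSO only wells and 100% = clavulanate BLA inhibitor control wells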
ABHD5 PLIN5 PPI: ABHD5-PLIN5 interaction inhibitors, primary screen, cell lysate, split luciferase complementation, luminescence | Perilipin-5 (Homo sapiens) + 1-acylglycerol-3-phosphate O-acyltransferase ABHD5 (Homo … | Split G. princeps luciferase complementation, 4 h | inhibition, % at 4 µM | actives 0.78% (n = 360,000) | AID 602281, 2012;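 active means inhibition above the mean inhibition across every tested compound plus 3 SD, cut at about 22% in these data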;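 further: 0% = DMSO only wells and the 100% control is not disclosed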
MC4R ag barr: MC4R agonists recruiting beta-arrestin, primary screen, cell-based, luminescence, agonist arm of biased-ligand search | activation, % at 8.9 µM | actives 0.98% (n = 360,000) | AID 540308, 2011 | U2OS MC4R beta-arrestin complementation; percent of melanotan II response, DMSO zero | Melanocortin receptor 4 (Homo sapiens), P32245;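 active means activation above a per-plate cutoff, the mean activation of sample wells on that plate plus 3 SD, cut at about 8% in these data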
NCOA3 inh: SRC3 coactivator transcriptional activity inhibitors, primary screen, cell-based, luminescence. HEK293 GAL4-SRC3 luciferase reporter. inhibition, % at 3.6 µM. actives 0.17% (n = 360,000);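 active means inhibition above a per-campaign cutoff, the mean of all compounds plus 3 SD, cut at about 60% in these data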;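 further: 0% = DMSO-treated cells and 100% = gossypol-treated cells at 36 µM; higher means less SRC3-driven luciferase light from the GAL4 reporter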
MC4R antagonist: MC4R antagonists of cAMP signaling, primary screen, cell-based, TR-FRET, antagonist arm of biased-ligand search; Melanocortin receptor 4 (Homo sapiens), P32245; MC4R-expressing cells, MTII-stimulated cAMP, LANCE TR-FRET; inhibition, % at 6.5 µM; actives 0.48% (n = 360,000);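 active means inhibition above its plate's cutoff, the mean of tested wells on that plate plus 3 SD, cut at about 29% in these data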;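 further: 0% = Melanotan II alone and 100% = Melanotan II plus saturating MCL0020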
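Material: U2OS-MC4R stable cell line | Reagent: Melanotan II challenge after compound preincubation | Doses: One concentration, 6.5 µM nominal | Incubation: 30-min compound preincubation, 1-h Melanotan II challenge, 1-h detection, room temperature | Signal: TR-FRET cAMP assay | Replicates: One well per compound, no replicates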
NCOA2 inhibitor: inhibition of GAL4-SRC2 driven luciferase reporter, primary screen, SRC2 inhibitor project, cell-based, luminescence | HEK293 GAL4-SRC2 luciferase reporter | inhibition, % at 9 µM | actives 0.17% (n = 370,000);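 active means inhibition above the mean inhibition of all tested compounds plus 3 SD, set per campaign, cut at about 52% in these data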;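 further: 0% = DMSO treated cells and 100% = cells given Gossypol at 36 µM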
SRC1 inh: SRC1 coactivator transcriptional activity inhibitors, primary screen, cell-based, luminescence; HEK293 GAL4-SRC1 luciferase reporter; inhibition, % at 3.6 µM; actives 0.12% (n = 360,000); AID 588354, 2011;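 active means inhibition above the campaign mean plus 3 SD, with each screening campaign given its own cutoff, cut at about 60% in these data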;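 further: 0% = DMSO treated cells and 100% = gossypol at 36 µM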
The depositor's hits bear a star; . = not tested or not shown. The list is partial; count on the stated rates, not on these rows.

SMILES	NR5A2 inv ag	NOD2-RIPK2 inh	LMP1 NFkB inh	NR2F2 inh	TLR9-MyD88 inh	ABHD5 PLIN5 PPI	MC4R ag barr	NCOA3 inh	MC4R antagonist	NCOA2 inhibitor	SRC1 inh
Cc1ccc(N=C(c2cccs2)N2CCOCC2)cc1	-100	2	-4	-27	-11	-3	2.4	-24	-5	-19	-27
O=C(Nc1ccc(S(=O)(=O)Nc2ncccn2)cc1)c1cccc(S(=O)(=O)N2CCOCC2)c1	-1	-1	-7	-14	6	-5	-1.4	5	-1	-9	-1
Cc1c(C(=O)N/N=C/c2cccnc2)nnn1-c1nonc1N	-18	5	0	1	-13	-7	1.4	7	16	-12	7
Cc1ccc(S(=O)(=O)Oc2ccc(/C=N/NC(=O)c3nn(C)cc3Cl)cc2)cc1	-8	-3	5	6	7	2	-0.1	-3	3	-49	-49
COc1ccc(CCNC(=O)CS(=O)Cc2nc(-c3ccccc3Cl)oc2C)cc1OC (configuration not stated)	5	4	0	-9	0	-10	-3.0	20	-3	-4	2
COc1cc2nc(C3CCC3)n(NC(=O)C3CCCC(OC)C3)c(=O)c2cc1OC (configuration not stated)	-28	7	-2	-10	-10	3	-2.9	-39	18	1	3
O=C(COC(=O)c1ccccc1Br)Nc1ccccc1F	-16	3	-12	10	-3	4	-2.0	12	8	-32	7
COc1cc(C(O)c2nc(-c3cccc(NC(C)=O)c3)cs2)ccc1F (configuration not stated)	11	10	.	14	.	3	0.6	1	10	13	-35
C(=N\Nc1ncnc2sc3c(c12)CCC3)/c1ccncc1	18	0	8	14	11	1	-1.3	-4	-11	-49	-13
COc1ccc(NC(=O)COC(=O)Cc2coc3cc(OC)ccc23)c(OC)c1	8	0	-2	-2	-1	2	0.2	-11	-5	-26	4
Cc1cc(C(=O)Nc2cccc3ccccc23)co1	-15	-9	2	-7	-1	3	-0.7	-4	3	-25	-5
O=c1nc(N2CCCCC2)nc(Nc2ccccc2)[nH]1	11	-8	5	-8	-1	-4	-0.9	3	-3	-6	-8
COc1ccccc1C(=O)Nc1cccc(N(C)S(C)(=O)=O)c1	15	-3	2	-1	-3	6	-1.8	14	-1	1	-28
CCCC12CN(C(=O)c3ccc(OC)cc3)CC(C)(CN(C(=O)c3ccc(OC)cc3)C1)C2=O	-10	-16	-8	-2	-13	4	-0.6	-7	8	-12	-25
Cc1cc(C)cc(C(=O)N/N=C/c2ccoc2)c1	-19	0	-1	-3	4	6	-0.8	-6	13	0	6
COCCNC(=O)/C(C#N)=C\c1ccc(CNC(=O)C(=O)Nc2ccc(C)c(C)c2)o1	-15	3	9	5	-5	-6	-1.9	-2	5	-5	-3
COCCCNC(=O)CN(CCc1ccccc1)S(=O)(=O)c1ccccc1	-4	-8	7	0	-7	2	-1.5	5	6	-10	-8
COc1ccc(NC(=O)c2cc(-c3ccc(C)cc3O)n[nH]2)c(OC)c1	0	5	16	0	9	-8	10*	-10	15	-17	10
Cc1cc(C)c(NC(=O)c2cnn(C)c2)c(C)c1	15	-2	9	5	-25	-1	-2.2	13	-4	10	-1
COc1ccc(OC)c(S(=O)(=O)N2CCC(C(=O)NCc3ccccc3OC)CC2)c1	2	-13	-5	-2	5	6	0.2	16	7	-18	-8
O=C1CSC(=S)N1Cc1cccs1	1	-1	34	-6	-4	0	-0.2	6	12	-19	4
CC1CCC(NS(=O)(=O)c2cccc3nsnc23)CC1 (configuration not stated)	11	6	5	-7	9	6	0.5	-1	8	-11	-7
Cc1c(C)c2ccc(OCC(=O)N3CCOCC3)c(C)c2oc1=O	-8	-3	7	9	3	-3	-0.3	-9	-5	-9	-17
COc1ccc(C(O)(C2CCCCC2)C(CN2CCCC2)c2ccccc2)cc1 (configuration not stated)	19	8	5	-11	-1	3	0.9	-25	2	-4	-30
COc1cccc(-c2cnc3c(NC(C)=O)cc(-c4ccc(C(=O)NC5CC5)cc4)cn23)c1	17	1	.	5	.	11	8.8*	-2	14	-4	1
O=[N+]([O-])c1ccccc1S(=O)NCc1c(Cl)cccc1Cl (configuration not stated)	-14	-5	.	13	.	2	.	-1	.	18	-13
N#CC1=C(N)SC(N)=C(C#N)C1c1c(Cl)cccc1Cl	2	-11	-3	10	3	-8	0.4	6	-1	-6	4
S=C(Nc1ccccc1)N1CCN(c2ccccn2)CC1	6	-5	2	17	-3	4	-2.5	-1	-4	-4	-5
COc1cccc(CNC(=O)c2cc(S(=O)(=O)N3CCOCC3)ccc2N2CCCC2)c1	9	-5	-7	3	-12	7	-1.8	-17	-4	-13	-9
Cc1ccc(-n2ncc3c(=O)n(-c4ccc(C)c(C)c4)c(C)nc32)cc1	-10	-8	9	0	6	7	2.8	4	3	-22	-17
O=C(NCCNCCO)C1(C(F)(F)F)C/C(=C\CCO)CCCO1 (configuration not stated)	-1	-9	-4	3	9	6	0.0	-5	1	-21	3
Cc1cc(C(=O)COC(=O)C2=COCCO2)c(C)n1-c1cccc(F)c1	-117	-13	-7	-25	-16	16	-2.0	-103	2	-66	-102
Fc1ccc(-c2n[nH]c(=S)n2-c2ccc3c(c2)OCCO3)cc1	3	-1	3	-12	-11	-10	-5.7	-15	-2	-4	-4
COc1ccc(Cl)cc1NC(=O)CCn1cnc2ccccc2c1=O	6	2	-8	14	4	-6	-0.6	13	-6	-7	-2
CC(C)c1ccc(CN2CCSCC2)cc1	-6	0	2	-2	-4	5	-0.9	-11	2	13	5
Cc1nc2c(C#N)cnn2c2c1CCN2CC1CCCO1 (configuration not stated)	0	2	-1	-10	1	2	-0.6	2	13	5	-16
N#C/C(=C\c1ccccc1)C(=O)NC1CC1	16	-12	0	-10	-4	4	0.1	-2	4	-18	8
O=C(NCc1cccnc1)c1noc2c1CCCCC2	-34	-7	-10	.	-4	2	-0.5	4	6	.	-31
c1ccc(-c2onc3cc4c(cc23)OCCO4)cc1	-120	0	-8	-27	1	3	-1.1	-74	-9	-53	-81
COc1ccc(CCNC(=O)C2CC(c3ccc([N+](=O)[O-])cc3)=NO2)cc1 (configuration not stated)	-15	-1	-16	-11	-1	6	-0.7	-30	3	-37	-34
CC(=O)Nc1ccc(NC(=O)CSc2nnnn2C2CCCCC2)cc1	43	-9	3	-18	-3	5	0.2	-2	-1	-16	7
CC1(C)CC(=O)C2=C(C1)OC1=C(C(=O)CC(C)(C)C1)C2c1cccc([N+](=O)[O-])c1	21	-6	-2	-3	-6	1	-0.8	11	2	-3	-2
F[B-](F)(F)c1cc2cc(Br)ccc2s1	0	-7	-3	.	-23	1	0.6	-56	9	.	3
Cc1ccc(/C=N/NC(=O)CN(Cc2ccccc2)S(=O)(=O)c2ccc3c(c2)OCCO3)cc1	-3	2	0	-10	5	-3	5.6	6	4	18	-7
CCN1C(=O)N[C@@H](c2ccccc2)[C@H](C(=O)OC)[C@H]1C	6	3	-3	3	10	-5	-1.8	-8	-1	-17	-5
Cc1cccnc1NC(=O)c1ccc(OCC2CCCO2)cc1 (configuration not stated)	-5	-9	-6	2	12	-2	-2.4	-3	4	-41	-12
CCc1cc2c(cc3c(=O)n(CC(=O)NCCCN4CCCCCC4)nc(CC)n32)s1	-17	-6	-1	14	-4	7	-2.3	0	8	-8	0
CC(C)(C)C(=O)Nc1nnc(SCc2ccc(F)cc2)s1	-38	-6	-5	-21	-3	-6	1.5	-39	-1	-57	-55
O=C(Nc1ccc(F)cc1F)c1ccc(S(=O)(=O)NCc2ccco2)cc1	1	3	3	-7	6	-1	-0.7	23	0	-12	-1
Cc1nn(C)c(C)c1S(=O)(=O)N1CCC(C(=O)NCCC2=CCCCC2)CC1	-5	-7	-1	-5	11	-2	0.9	10	4	-18	-10
Further entries
SMILES	NR5A2 inv ag	NOD2-RIPK2 inh	LMP1 NFkB inh	NR2F2 inh	TLR9-MyD88 inh	ABHD5 PLIN5 PPI	MC4R ag barr	NCOA3 inh	MC4R antagonist	NCOA2 inhibitor	SRC1 inh
Cc1c(NC(=O)/C(C#N)=C/c2ccc(-c3ccc(Cl)c(Cl)c3)o2)c(=O)n(-c2ccccc2)n1C	-9	-4	22	17	1	-1	-0.7	12	-1	17	13
Cc1cc(C)c2nc(Cl)c(CN(Cc3ccco3)C(=O)Nc3ccccc3C)cc2c1	-24	-6	8	4	0	4	-2.6	5	-20	0	-4
COc1ccc(C(=O)NCCn2ccc3ccccc32)c(OC)c1	-21	0	-31	-4	3	-10	0.0	-56	17	-28	-55
Cc1cc(C)n(CC(C)Nc2nc3nonc3nc2N2CCCCC2)n1 (configuration not stated)	-3	-4	1	11	-4	1	-1.6	15	-4	-16	-17
COc1cc(Cl)c(S(=O)(=O)N2CCN(Cc3ccc4c(c3)OCO4)CC2)cc1Cl	-2	10	-6	17	-3	0	0.0	-5	11	2	-11
CC1(c2ccc(Cl)cc2)NC(=O)N(CC(=O)N2CCN(S(=O)(=O)c3ccccc3)CC2)C1=O (configuration not stated)	-1	-7	-12	-4	-4	1	-2.9	-14	12	-18	-29
NC(CSC1(c2cccc3ccccc23)c2ccccc2-c2ccccc21)C(=O)O (configuration not stated)	-32	4	-8	2	-10	-19	1.1	-13	16	19	-6
O=C(Nc1ccc(S(=O)(=O)Nc2ncccn2)cc1)c1ccccc1	8	6	12	12	-4	-5	0.3	3	1	-6	4
CCOC(=O)c1nn(-c2ccccc2)c(-c2ccccc2)c1C(=O)c1ccccc1	5	8	-3	2	-5	-1	-1.1	10	12	-23	10
NC(=O)Cc1c[nH]c2cccc(O)c12	0	-9	13	6	6	-6	-0.6	0	4	-12	-7
C#CCNC(=O)C1=C[C@@H](c2csc3ccccc23)[C@H](CCCO)[C@@H](OCC)O1	9	-9	-3	-7	8	-3	-1.7	-27	6	-23	-16
CC(C)C(NC(=O)c1ccccc1)C(=O)OCC(=O)N1CCCCC1 (configuration not stated)	1	-5	-5	-23	7	-6	-0.2	-3	-3	1	9

Screening data as filed in PubChem BioAssay.
